# Tn7 DDE FP – inhibitors of Tn7 peptide binding to fibrin DD(E), primary screen, biochemical, fluorescence polarization, human fibrin, Tn7 probe; Fibrinogen beta chain (Homo sapiens), P02675; FP displacement of FITC-Tn7 peptide from fibrin DD(E); 0% = median of compound wells per plate; inhibition, % at 8.3 µM; hit rate 0.13% among 370,000;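 active = inhibition above the mean of compounds falling within the control limits plus 3 SD of them, cut at about 14% in these data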;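 note: 0% = plate median of compound wells and 100% = 10 µM Aha-Tn7 peptide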
#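 Measure: % inhibition scaled between sample-field median and high-control FP; Test system: human fibrin DD(E); Quantity: 2 µM final DD(E) protein; Doses: one dose, 8.3 µM nominal; Schedule: compound with protein 10 min, then 3 h after probe, room temperature; Detection: fluorescence polarization; Medium: Tris buffer with calcium and detergent, pH 7.8.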
# DDE Tn6 FP inh – inhibitors of Tn6 peptide binding to fibrin DD(E), primary screen, biochemical, fluorescence polarization, human fibrin, Tn6 probe | Fibrinogen beta chain (Homo sapiens), P02675 | Fibrin DD(E) TRITC-Tn6 fluorescence polarization displacement | inhibition, % at 8.3 µM | hit rate 0.21% among 370,000 | AID 720509, 2013;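 active = inhibition above a per-campaign cutoff: mean of compounds within control limits plus 3 SD, cut at about 15% in these data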;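 note: 0% = median of all compound wells on the plate and 100% = blocking peptide control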
# MBD2 inh – inhibitors of MBD2 binding to methylated DNA, primary screen, biochemical, TR-FRET, DNA-binding domain, human. MBD2 binding to methylated oligonucleotide. inhibition, % at 4.4 µM. hit rate 0.31% among 370,000. AID 686964, 2013; in the data active = inhibition above about 13%
# UHRF1 MBD2 ctr – UHRF1 methylated DNA binding inhibitors, primary screen, counter-screen for MBD2 inhibitor project, biochemical, TR-FRET, human UHRF1, single concentration; E3 ubiquitin-protein ligase UHRF1 (Homo sapiens), Q96T88; UHRF1 binding to methylated oligo; inhibition, % at 4.4 µM; hit rate 0.75% among 370,000; AID 687016, 2013; in the data active = inhibition above about 21%;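 note: UHRF1 SRA domain binding a hemimethylated CpG hairpin DNA probe; 0% = median of test compound wells and 100% = reference inhibitor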
# SIAE primary – human SIAE inhibitors, primary screen, biochemical, fluorescence polarization, FP-Rh probe, 1536-well HTS | inhibition, % at 9.66 µM | SIAE FP-Rh probe binding | hit rate 0.69% among 370,000 | Sialate O-acetylesterase (Homo sapiens), Q9HAT2;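 active = inhibition above a cutoff: mean of compounds within the control limits plus 3 SD of those, cut at about 17% in these data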;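 note: 0% = plate median of compound wells and 100% = probe without SIAE protein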
# LEDGF integ inh – blockers of LEDGF/p75-dependent integrase strand transfer – biochemical, TR-FRET, high throughput, primary screen; HIV-1 integrase (with human LEDGF/p75); TR-FRET IN-LEDGF/p75 DNA integration, Eu/Cy5; inhibition, % at 3.7 µM; hit rate 0.64% among 370,000;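 active = inhibition above the screen-wide mean plus 3 SD, cut at about 13% in these data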;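 note: signal is the Cy5 over europium emission ratio at 671 and 618 nm; 0% = plate median of compound wells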
# TDP2 inh – human TDP2 enzyme inhibitors, primary screen, biochemical, epi absorbance, recombinant enzyme; Tyrosyl-DNA phosphodiesterase 2 (Homo sapiens), O95551; T5PNP hydrolysis, p-nitrophenol absorbance 415 nm; inhibition, % at 12.8 µM; hit rate 0.34% among 370,000; AID 720702, 2013;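 active = inhibition above the mean of all tested compounds plus 3 SD, set per campaign, cut at about 25% in these data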;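 note: 0% = DMSO with enzyme and 100% = buffer with substrate but no TDP2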
# Target sequence (O95551 whole entry, looked up): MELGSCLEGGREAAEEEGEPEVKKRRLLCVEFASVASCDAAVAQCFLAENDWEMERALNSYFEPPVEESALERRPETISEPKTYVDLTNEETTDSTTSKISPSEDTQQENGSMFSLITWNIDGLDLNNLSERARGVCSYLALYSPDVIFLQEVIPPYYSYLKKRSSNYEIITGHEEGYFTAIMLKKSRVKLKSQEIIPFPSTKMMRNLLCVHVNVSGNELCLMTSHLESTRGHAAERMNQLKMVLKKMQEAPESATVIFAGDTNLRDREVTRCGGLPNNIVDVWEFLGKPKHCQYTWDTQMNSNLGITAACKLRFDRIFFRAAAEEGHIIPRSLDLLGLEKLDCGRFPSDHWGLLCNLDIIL
#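 test system = human TDP2 enzyme | input = TDP2 enzyme at 120 nM final | medium = 50 mM Tris-HCl pH 7.5 with Mg2+, KCl, DTT, BSA | also added = T5PNP substrate, 5 mM | times = 2 h at 37 °C | technique = epi absorbance | benchmarks = high control without enzyme, low control DMSO plus TDP2 | replication = each compound tested once, singlicate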
# KLK7 zymogen act – proKLK7 zymogen activators, primary screen, biochemical, fluorescence intensity | Kallikrein-7 (Homo sapiens), P49862 | purified proKLK7, EDANS-DABCYL substrate fluorescence; 100% is mature enzyme control, 0% vehicle | activation, % at 7 µM | hit rate 0.9% among 370,000;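 active = activation above the mean of all tested compounds plus 3 SD, computed per campaign excluding outliers beyond control limits, cut at about 13% in these data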
# Target sequence (P49862 whole entry, looked up): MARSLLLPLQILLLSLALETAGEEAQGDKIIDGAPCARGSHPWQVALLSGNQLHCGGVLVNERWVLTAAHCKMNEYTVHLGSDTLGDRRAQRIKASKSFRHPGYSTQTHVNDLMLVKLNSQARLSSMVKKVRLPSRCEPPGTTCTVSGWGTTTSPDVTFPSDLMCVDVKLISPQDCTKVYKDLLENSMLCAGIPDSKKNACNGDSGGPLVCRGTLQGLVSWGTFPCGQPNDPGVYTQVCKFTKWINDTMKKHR
# TCR CD3 inh – inhibitors of human TCR-CD3 interaction, primary screen, biochemical, fluorescence, TAMRA-labeled TCR probe | hit rate 0.37% among 360,000 | inhibition, % at 9.4 µM; in the data active = inhibition above about 19%;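 note: recombinant mutant TCR 2C K166C tagged with TAMRA read by polarization; 0% = receptor in buffer alone and 100% = receptor with positive control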
# PRMT1 FP inh – PRMT1 methyltransferase inhibitors, primary screen, biochemical, fluorescence polarization; recombinant PRMT1, activity-based probe fluorescence polarization; AID 652257, 2013; hit rate 1.3% among 370,000; Protein arginine N-methyltransferase 1 (Homo sapiens), Q99873; inhibition, % at 2.79 µM;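 active = inhibition above about 21% made by adding two undisclosed values, limit read from the data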
# Target sequence (Q99873 whole entry, looked up): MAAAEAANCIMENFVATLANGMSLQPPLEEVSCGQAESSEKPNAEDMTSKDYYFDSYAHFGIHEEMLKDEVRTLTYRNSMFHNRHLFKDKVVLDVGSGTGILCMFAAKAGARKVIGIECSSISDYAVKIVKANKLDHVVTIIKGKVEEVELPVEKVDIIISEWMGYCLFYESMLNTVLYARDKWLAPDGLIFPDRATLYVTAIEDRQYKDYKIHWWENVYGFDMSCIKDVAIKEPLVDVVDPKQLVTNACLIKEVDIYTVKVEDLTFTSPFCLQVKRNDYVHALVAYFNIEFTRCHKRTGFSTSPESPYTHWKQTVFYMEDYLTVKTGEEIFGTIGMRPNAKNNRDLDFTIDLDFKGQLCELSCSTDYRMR
# * hit, by the source's call; · = not tested or not shown.
SMILES,Tn7 DDE FP,DDE Tn6 FP inh,MBD2 inh,UHRF1 MBD2 ctr,SIAE primary,LEDGF integ inh,TDP2 inh,KLK7 zymogen act,TCR CD3 inh,PRMT1 FP inh
COc1ccc(NC(=O)CN(C)C(=O)CNC(=O)Cc2cccc3ccccc23)cc1,3,-1,-2,0,9,1,13,0.2,-2,-1
CC(=O)c1c(C(C)=O)c(C)n(NC(=O)c2ccncc2)c1C,2,-4,1,1,3,-2,2,0.2,-11,-1
Cc1cc(Cl)c(S(=O)(=O)Nc2ccc(S(=O)(=O)N3CCOCC3)cc2)cc1OCC(N)=O,-7,4,-1,-1,0,3,1,0.1,1,-1
CCOc1cc(C(=O)NN=C2CCCC2)cc(OCC)c1OCC,-4,5,-2,0,1,-1,-7,1.2,9,-4
Cc1oc(C)c(C(=O)NCCCC(=O)O)c1C(=O)NCCCC(=O)O,-3,-1,-4,1,-2,1,-7,0.5,1,1
Cc1cc(C)nc(NC2=NC3CCCCC3N2)n1 (stereo unspecified),2,8,-6,9,6,1,1,-0.1,-6,-2
Cc1cc(C)cc(NS(=O)(=O)c2ccc(NC(=S)NC(=O)c3cccs3)cc2)c1,-8,-1,1,0,-107,-2,5,0.1,-2,0
COc1ccc(CC2(CO)CCN(C/C=C/c3ccccc3OC)CC2)cc1,0,13,-2,0,-7,0,2,0.0,4,-2
COc1ccc(NS(=O)(=O)c2ccc(C)c(C(=O)N3CCN(Cc4cc(OC)ccc4OC)CC3)c2)cc1,3,0,1,1,3,-2,2,-0.2,-6,-4
CC(=O)c1cccc(OCc2cc(C(=O)NCc3nc(C)c(C)s3)no2)c1,1,-7,3,8,-3,-3,-1,0.6,0,9
Cc1cccc(C(=O)NC2CCN(CC(=O)Nc3cccc(Cl)c3)CC2)c1,-1,-12,6,-1,-9,-1,7,-0.2,2,4
CCOC(=O)c1cc(-c2ccc(/C=C3/C(=O)N(c4ccc(C(=O)O)cc4)N=C3C)o2)ccc1Cl,0,-6,-8,-1,0,7,-4,-0.3,3,-1
COc1ccc(-c2nn(C)c(=O)c3ccccc23)cc1NC(=O)COc1ccc(C)cc1,5,7,5,0,-9,-1,-3,-0.1,6,-1
COc1cc(C(=O)NN(CCC#N)C2=NS(=O)(=O)c3ccccc32)cc(OC)c1OC,-4,-2,-3,1,-1,1,11,0.2,7,3
COc1ccc(CCNC(=O)COC(=O)Cc2cccc(F)c2)cc1,-5,4,1,-1,14,0,2,0.6,1,-1
CC(OC(=O)CNC(=O)c1ccccc1F)C(=O)Nc1nc(-c2ccccc2)cs1 (stereo unspecified),-3,2,-5,-2,-7,0,0,-0.5,2,-1
O=C(NCC(F)(F)F)c1csc([C@@H]2O[C@H](CO)[C@H](O)[C@H](O)[C@H]2O)n1,11,-1,0,3,4,0,8,0.0,-4,4
Cc1cc(F)ccc1S(=O)(=O)N1CCCOC1CNC(=O)C(=O)NCCN1CCOCC1 (stereo unspecified),0,-4,-4,0,3,0,3,-0.7,4,-2
CCN(C(=O)COC(=O)c1ncc(Cl)c(Cl)c1Cl)c1c(N)n(Cc2ccccc2)c(=O)[nH]c1=O,-2,1,0,-1,4,-7,6,0.5,-4,1
COc1ccc(C(=O)OCC(=O)c2c[nH]c3ccccc23)c(OC)c1,2,7,6,11,-2,-1,9,-0.3,1,0
O=C(OCCOCCN=C1NS(=O)(=O)c2ccccc21)c1ccccc1,-1,5,0,7,-6,2,4,0.0,0,-3
COCCNC(=O)Cc1ccc(Br)cc1,2,-6,-4,0,0,1,3,0.6,-3,-1
O=CNc1cc(-c2cccc(O)c2)cn2c(-c3ccc(F)cc3)cnc12,4,-5,6,2,-8,3,3,-0.6,-10,6
Cc1csc2nc(O)c(C(=O)NC3CCCCC3C)c(=O)n12 (stereo unspecified),-1,1,0,0,0,-4,-6,-0.1,1,-2
COc1ccc(NC(=O)CSc2nc(-c3ccc(C)cc3)cc(C(F)(F)F)c2C#N)cc1,0,-1,1,2,-3,-4,-2,-0.9,0,1
CCCOc1ccc(CN(C(=O)c2cccc(OC)c2)C2CCS(=O)(=O)C2)cc1 (stereo unspecified),-1,0,-3,1,1,2,-3,0.9,6,2
COc1ccccc1OCc1nc(Cc2ccc(Cl)cc2)no1,9,6,2,-1,3,-1,6,0.1,-7,-1
O=C(NCCC1=CCCCC1)c1cc2c(s1)CS(=O)(=O)C2,9,-1,-7,2,-2,-1,2,0.0,2,-2
O=C(c1ccc(-c2ccc(Cl)cc2Cl)o1)N1CCOCC1,3,2,-3,-4,-3,-2,1,0.5,1,1
CC1OC2(C)OC(=N)C1(C#N)C(C#N)(C#N)C2c1ccccc1 (stereo unspecified),0,1,-5,5,2,0,-3,-5.6,9,25*

# Part of the list above in a different format.
# Order of results – Tn7 DDE FP, DDE Tn6 FP inh, MBD2 inh, UHRF1 MBD2 ctr, SIAE primary, LEDGF integ inh, TDP2 inh, KLK7 zymogen act, TCR CD3 inh, PRMT1 FP inh
> COc1ccc(CCNC(=O)COC(=O)Cc2cccc(F)c2)cc1
  -5, 4, 1, -1, 14, 0, 2, 0.6, 1, -1
> CC(OC(=O)CNC(=O)c1ccccc1F)C(=O)Nc1nc(-c2ccccc2)cs1 (stereo unspecified)
  -3, 2, -5, -2, -7, 0, 0, -0.5, 2, -1
> O=C(NCC(F)(F)F)c1csc([C@@H]2O[C@H](CO)[C@H](O)[C@H](O)[C@H]2O)n1
  11, -1, 0, 3, 4, 0, 8, 0.0, -4, 4
> Cc1cc(F)ccc1S(=O)(=O)N1CCCOC1CNC(=O)C(=O)NCCN1CCOCC1 (stereo unspecified)
  0, -4, -4, 0, 3, 0, 3, -0.7, 4, -2
> CCN(C(=O)COC(=O)c1ncc(Cl)c(Cl)c1Cl)c1c(N)n(Cc2ccccc2)c(=O)[nH]c1=O
  -2, 1, 0, -1, 4, -7, 6, 0.5, -4, 1
> COc1ccc(C(=O)OCC(=O)c2c[nH]c3ccccc23)c(OC)c1
  2, 7, 6, 11, -2, -1, 9, -0.3, 1, 0
> O=C(OCCOCCN=C1NS(=O)(=O)c2ccccc21)c1ccccc1
  -1, 5, 0, 7, -6, 2, 4, 0.0, 0, -3
> COCCNC(=O)Cc1ccc(Br)cc1
  2, -6, -4, 0, 0, 1, 3, 0.6, -3, -1
> O=CNc1cc(-c2cccc(O)c2)cn2c(-c3ccc(F)cc3)cnc12
  4, -5, 6, 2, -8, 3, 3, -0.6, -10, 6
> Cc1csc2nc(O)c(C(=O)NC3CCCCC3C)c(=O)n12 (stereo unspecified)
  -1, 1, 0, 0, 0, -4, -6, -0.1, 1, -2
> COc1ccc(NC(=O)CSc2nc(-c3ccc(C)cc3)cc(C(F)(F)F)c2C#N)cc1
  0, -1, 1, 2, -3, -4, -2, -0.9, 0, 1
> CCCOc1ccc(CN(C(=O)c2cccc(OC)c2)C2CCS(=O)(=O)C2)cc1 (stereo unspecified)
  -1, 0, -3, 1, 1, 2, -3, 0.9, 6, 2
> COc1ccccc1OCc1nc(Cc2ccc(Cl)cc2)no1
  9, 6, 2, -1, 3, -1, 6, 0.1, -7, -1

# Other compounds follow:
SMILES,Tn7 DDE FP,DDE Tn6 FP inh,MBD2 inh,UHRF1 MBD2 ctr,SIAE primary,LEDGF integ inh,TDP2 inh,KLK7 zymogen act,TCR CD3 inh,PRMT1 FP inh
COc1ccc(C)cc1S(=O)(=O)N(C)CC(=O)Nc1ccc2c(c1)OCCO2,-3,-1,2,-1,-9,3,8,-0.5,-2,2
O=C(CSc1nnnn1-c1ccccc1)NC1CCCc2ccccc21 (stereo unspecified),3,7,-2,-1,7,0,4,0.8,7,-2
CC(=O)Nc1ccc(S(=O)(=O)NC2=NCN(CCOC(=O)c3ccccc3)CN2)cc1,0,-1,-6,0,2,2,3,-0.1,-4,-1
O=C(CCNc1ccc(F)c(Cl)c1)c1ccco1,-8,-9,-1,1,8,3,5,0.5,2,3
O=C1OC[C@H]2CCCN2C(=O)[C@@H](CC(=O)N(CCO)Cc2ccccc2)C/C=C\C[C@H]1Cc1ccc(F)cc1,1,8,0,-2,6,4,5,0.5,3,1
Cc1cccc(NC(=O)c2ccc(N3CCOCC3)c([N+](=O)[O-])c2)n1,6,6,-4,-2,-2,2,3,-0.2,10,-1
Cc1ccc(CNC(=O)C(Cc2ccccc2)n2cccc2)cc1 (stereo unspecified),-2,10,10,2,-2,-9,-12,-0.1,-3,2
O=C(NCCc1c[nH]c2ccccc12)C(=O)NCC1OCCN1S(=O)(=O)c1ccc(F)cc1 (stereo unspecified),6,-8,8,3,-1,-4,-4,-0.2,-4,7
CC(C)(C)c1ccc(-c2nnc(SCC(=O)Nc3ccc4c(c3)OCCO4)n2-c2ccc(Cl)cc2)cc1,1,-1,2,-3,1,-1,-3,0.1,·,-2
C[N+]1(CC2COC3(CCCCC3)O2)CCCCC1 (stereo unspecified),-6,-1,-4,3,7,1,-24,0.1,-5,-3
O=C(CCNC(=O)c1ccccc1Cl)Nc1cc(S(=O)(=O)N2CCOCC2)ccc1N1CCOCC1,6,-5,-1,1,1,-1,-1,-0.1,3,1
COc1ccc(C)cc1N(CC(N)=O)S(=O)(=O)c1ccc(C)cc1,7,-1,2,-3,-2,3,1,0.1,2,-4
CN(/N=C/c1ccncc1)C1=NCCN1,-3,-3,0,-2,9,2,0,0.4,-1,-2
C=C(C)CSCc1nc2ccccc2[nH]1,9,8,1,-1,7,-1,2,0.0,5,1
CCOC(=O)C(CCOc1cccc(CC)c1)C(=O)OCC,0,1,-2,3,-7,1,-2,0.8,0,-1
CS(=O)(=O)N(CC(=O)NCc1ccncc1)c1ccc(Cl)c(Cl)c1,-2,-3,2,-3,-8,-1,-7,0.5,3,-3
Cc1ccc(C2(CC(=O)O)CCOC(C)(C)C2)cc1 (stereo unspecified),-2,4,-1,-3,1,-1,-13,0.1,5,1
Cc1cc(C2=CC(=O)C[C@H](c3ccc4c(c3)OCO4)C2)ccc1F,-1,-1,3,1,-1,-2,14,-0.7,0,-3
COC(=O)CSc1ccc(S(=O)(=O)N2CCC(C)CC2)cc1[N+](=O)[O-],2,-5,2,-2,5,0,9,0.1,3,12
